Compound activity as filed in PubChem BioAssay.
NPR1 activator: GC-A (human) enzyme activation; P16066; HEK293 GC-A cells, cGMP TR-FRET, EC30 ANP; 0% at EC30 ANP, 100% saturating ANP; activation, % at 10 µM; 370,000 tested, 0.14% active; AID 1671463; in the data active means activation above about 40%
DAX1 inh-1: inhibits human nuclear receptor DAX1 | inhibition, % at 6.75 µM | AID 504766 | HEK293 Gal4-DAX1 luciferase reporter, luminescence | 340,000 tested, 0.99% active | P51843;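 active means inhibition above the mean over all tested compounds plus 3 SD, cut at about 4.2% in these data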;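 further: 0% = DAX1-transfected cells with DMSO and 100% = empty-vector control cells with DMSO; inhibition shows as a rise in luminescence from relieved DAX1 repression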
Target sequence (P51843 207-470 limits assumed): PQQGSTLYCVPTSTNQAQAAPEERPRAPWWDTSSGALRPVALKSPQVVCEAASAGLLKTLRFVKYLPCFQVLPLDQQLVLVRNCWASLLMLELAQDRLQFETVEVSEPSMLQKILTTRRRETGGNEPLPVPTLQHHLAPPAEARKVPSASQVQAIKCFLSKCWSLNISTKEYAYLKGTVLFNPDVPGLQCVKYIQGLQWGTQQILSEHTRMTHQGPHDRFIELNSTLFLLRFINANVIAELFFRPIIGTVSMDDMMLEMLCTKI
hcDAF-12 act: activates DAF-12 receptor from parasite H. contortus. HEK293 hcDAF-12 lit1-tk-luc reporter, luminescence; 0% DMSO, 100% Δ7-dafachronic acid. activation, % at 6.8 µM. 370,000 tested, 1.4% active. AID 652067;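 active means activation above the mean of all tested compounds plus 3 SD, cut at about 5.5% in these data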;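 further: 100% = response to 3 µM Δ7-dafachronic acid high control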
hgDAF12 agonist: activates the H. glycines DAF-12 receptor ligand-binding domain. activation, % at 6.8 µM. AID 687014. HEK293 GAL4-hgDAF12 UAS-luciferase reporter, agonist luminescence; normalized to butyrate control. 370,000 tested, 1.8% active;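 active means activation above a cutoff set at the mean of all screened compounds plus 3 SD, cut at about 10% in these data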;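 further: 0% = DMSO wells and 100% = sodium butyrate wells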
ADAM10 inh: ADAM10 inhibition, QFRET primary screen | O14672 | recombinant ADAM10, EDANS/DABCYL FRET peptide cleavage, 3 h | inhibition, % at 7 µM | 370,000 tested, 0.62% active | AID 720582;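 active means inhibition above a per-campaign cutoff equal to the mean of compounds falling between control-based bounds plus 3 SD, cut at about 20% in these data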;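 further: 0% = DMSO wells while the 100% control is not disclosed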
Target sequence (O14672 214-748 limits assumed): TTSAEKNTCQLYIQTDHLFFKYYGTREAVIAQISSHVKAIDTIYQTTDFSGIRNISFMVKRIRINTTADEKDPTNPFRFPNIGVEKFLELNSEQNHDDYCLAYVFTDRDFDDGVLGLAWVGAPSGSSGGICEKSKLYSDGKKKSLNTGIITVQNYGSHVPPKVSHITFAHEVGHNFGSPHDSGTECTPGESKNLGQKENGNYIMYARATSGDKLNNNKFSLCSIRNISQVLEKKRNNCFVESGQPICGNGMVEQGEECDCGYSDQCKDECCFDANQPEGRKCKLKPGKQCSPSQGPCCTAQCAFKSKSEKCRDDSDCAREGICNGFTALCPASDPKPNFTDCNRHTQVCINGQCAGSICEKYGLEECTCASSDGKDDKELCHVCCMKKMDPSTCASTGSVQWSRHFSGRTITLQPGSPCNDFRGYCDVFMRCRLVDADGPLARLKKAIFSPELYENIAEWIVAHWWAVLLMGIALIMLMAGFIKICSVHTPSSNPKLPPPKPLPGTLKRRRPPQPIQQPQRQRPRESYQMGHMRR
ADAM17 inh: inhibits human ADAM17 | AID 720648 | inhibition, % at 6.95 µM | 370,000 tested, 0.83% active | recombinant ADAM17, EDANS/DABCYL FRET peptide cleavage;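 active means inhibition above the mean of compounds lying between control limits plus 3 SD, set per campaign, cut at about 8.5% in these data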;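 further: 0% = DMSO-only wells as the low control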
SMARCA2 act: SMARCA2 function activation, primary screen. 370,000 tested, 1% active. MG213 cells, MMTV-luciferase reporter, dexamethasone, overnight. AID 652017. activation, % at 9.1 µM; in the data active means activation above about 7.8%;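 further: 0% = vehicle wells and 100% = reference activator wells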
PG9 binder: small molecules binding HIV-1 gp120 antibody PG9; TR-FRET gp120-PG9 antibody binding; inhibition, % at 6.7 µM; 360,000 tested, 0.43% active; in the data active means inhibition above about 8.5%
ssDAF-12 act: S. stercoralis DAF-12 activation, primary screen; HEK293 ssDAF-12/GRIP1 lit1-tk-luc reporter, luminescence; % of 3 µM dafachronic acid response; activation, % at 6.8 µM; 370,000 tested, 1% active; AID 652126;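 active means activation above the mean over all tested compounds plus 3 SD, cut at about 0.9% in these data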;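 further: 0% = DMSO-only wells and 100% = 3 µM delta7-dafachronic acid wells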
GAA850 FXN act: frataxin GAA850 promoter activation. activation, % at 6 µM. AID 540364. HEK293 lucGAA850 FXN promoter luciferase reporter, 24 h; percent of 10 µM SAHA response. 360,000 tested, 0.56% active;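 active means activation above the average of all compounds screened plus 3 SD, cutoff fixed separately per campaign, cut at about 7.5% in these data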;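 further: 0% = DMSO wells and 100% = 10 µM SAHA wells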
DAX1 inh-2: blocks DAX1 repression of SF-1 activated StAR promoter | inhibition, % at 6.8 µM | HEK293T StAR-luciferase reporter, SF-1/DAX-1 repression relief | AID 652010 | 370,000 tested, 1.1% active;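 active means inhibition above the mean over all tested compounds plus 3 SD, cut at about 3.6% in these data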;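 further: 0% = DAX-1 cells with DMSO and 100% = cells lacking DAX-1 with DMSO; higher inhibition means more luminescence from relief of DAX-1 repression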
Active calls of the source: *; i = inactive; . = no result given. Compounds were not picked by outcome; any-hit rate near 6.8%.

SMILES	NPR1 activator	DAX1 inh-1	hcDAF-12 act	hgDAF12 agonist	ADAM10 inh	ADAM17 inh	SMARCA2 act	PG9 binder	ssDAF-12 act	GAA850 FXN act	DAX1 inh-2
CCN(CC)S(=O)(=O)c1ccc(S(=O)(=O)N2CCCC2)cc1	4	-0.7	-0.3	3.2	6	0	-2	-2.9	-1.3	1.8	-0.4
CC(Sc1nnc2ccccn12)C(=O)Nc1ncc(Cl)cc1Cl (configuration not stated)	-2	0.6	-0.6	2.1	-10	-5	0	0.5	-0.3	3.1	0.7
CC(=O)c1cccc(NC(=O)c2ccc(Br)o2)c1	-3	-0.6	3.0	2.0	1	-5	2	-1.5	0.1	0.4	-0.2
Cc1c(C)n(Cc2ccccc2)c2ncnc(NCCCO)c12	7	-1.3	1.2	-0.8	-1	0	1	-1.3	-0.7	-0.4	-0.3
O=S(=O)(c1ccccc1)c1nc(-c2cccs2)oc1NCC1CCCO1 (configuration not stated)	2	1.3	-1.4	1.0	-5	-5	1	-0.6	-1.3	2.1	-1.3
COc1cccc(/C=N/NC(=O)C(C)n2nnc3ccccc32)c1 (configuration not stated)	-3	0.2	-1.5	-4.6	-3	-7	-2	1.9	-0.3	3.6	-0.2
CCC/S(C)=N/S(=O)(=O)c1ccc(C)cc1 (configuration not stated)	1	-0.3	-1.2	0.9	3	-1	2	0.0	-0.6	1.7	0.0
COc1cccc2c(C)cc(N3CCCCCC3)nc12	-5	4.0	1.7	3.4	-124	-37	0	-0.5	-1.8	0.6	-0.1
O=C(COc1ccccc1)N1CCN(c2ccc([N+](=O)[O-])c(N3CCCCC3)c2)CC1	-1	-0.1	-2.0	0.1	13	7	-2	-1.6	-1.5	2.1	-2.3
Cc1cc(C)cc(C(=O)OCCCN(C)C2CN(Cc3cn(Cc4cccc(F)c4)nn3)S(=O)(=O)C2)c1 (configuration not stated)	-1	.	-1.2	-5.1	4	3	-1	.	-2.0	.	-1.3
COc1cc(OC)c2cc[nH]c2c1	-5	-0.1	1.4	-0.3	1	-9	-1	-2.2	0.6	1.3	-0.3
Cc1cnc(C)c(N2CCN(Cc3nc(-c4cccc(F)c4F)oc3C)CC2)n1	-1	0.1	0.3	2.4	-11	-1	0	-1.5	-1.3	0.6	0.6
CCOc1ccc(N(CC(=O)NCCSCc2ccc(C)cc2)S(C)(=O)=O)cc1	0	-0.3	-1.9	0.0	-5	-4	0	0.2	-1.2	4.5	-0.5
O=C(NCc1ccccc1CN1CCCC1)C1CCN(S(=O)(=O)c2ccc(F)c(F)c2)CC1	-2	-0.9	0.8	-0.5	-25	0	-3	-1.6	-0.8	1.1	1.8
CCOC(=O)c1[nH]c(C)c(C(=O)N2CCN(c3ccc(F)cc3)CC2)c1C	1	0.6	-2.5	-3.6	1	-2	2	-0.6	-1.5	1.7	-0.5
O=C(O)CN1C(=O)NC2(CCc3ccccc32)C1=O (configuration not stated)	2	1.1	-0.3	1.2	4	-2	2	-2.6	-1.7	0.0	-0.2
CCc1ccc(OCC(=O)Nc2nnc(-c3ccco3)s2)cc1	-2	0.3	1.0	-0.8	1	-1	1	2.9	-0.4	2.9	4.4*
CN(C(=O)n1cnc2ccccc21)c1ccccc1	-3	-0.1	1.9	5.9	2	-2	-1	-0.7	-1.1	0.0	-0.7
CN(C(=O)c1cc([N+](=O)[O-])ccc1N1CCCC1)C1CCCCC1	-5	0.5	2.9	-2.5	2	-1	-1	-1.0	-0.8	0.6	-2.2
Cc1c(C(=O)NN2CCN(C)CC2)cccc1[N+](=O)[O-]	0	-0.3	-1.4	2.9	-1	-1	0	-1.5	-1.2	1.8	-0.3
CN(Cc1ccccc1)C(=S)NC(=O)c1ccc(-c2ccccc2)cc1	1	-1.4	-0.3	0.6	-4	-3	-1	2.9	-1.4	2.6	0.3
CN(C)c1ccc(NC(=O)CN2CCN(S(=O)(=O)c3cc(Cl)ccc3Cl)CC2)cc1	-1	-0.7	0.1	1.0	8	-1	0	-3.1	-0.3	0.8	-0.7
CC(=O)c1c(C)[nH]c(C(=O)NCCc2c[nH]c3ccccc23)c1C	0	-0.3	2.4	0.9	10	-1	-2	-3.3	0.1	1.7	0.2
O=C(CCn1nc(-c2ccc(Cl)cc2)ccc1=O)NCc1ccccn1	-1	0.2	0.9	-2.8	-3	1	0	1.1	-1.2	0.5	0.0
CC(=O)OCC1OC(n2ncc(=O)n(Cc3ccccc3)c2=O)C(OC(C)=O)C1OC(C)=O (configuration not stated)	-5	-0.2	0.6	-0.5	-4	-2	-1	-2.5	-0.8	2.6	-0.3
CSc1ccc(/C=N/Nc2ccc(Cl)c(C(=O)O)c2)cc1	1	1.4	4.7	14*	0	-2	7.9*	-4.2	0.1	4.8	6.7*
CCn1c(C)c(C)c2cc(C(=O)NCCCN3CCOCC3)ccc21	4	0.4	-1.3	1.6	-25	-8	0	-2.2	-1.3	0.9	0.9
COc1ccc(OCC(=O)N2c3ccccc3CC2C)c([N+](=O)[O-])c1 (configuration not stated)	-4	-0.5	-0.1	7.0	-2	5	-4	0.1	-0.7	0.3	0.6
COc1cc(C(=O)N(Cc2cccnc2)Cc2cc3cc4c(cc3[nH]c2=O)OCCO4)cc(OC)c1OC	-8	0.0	0.2	-1.1	i	-247	-2	1.6	-1.5	2.4	-0.4
Cc1cc(Nc2ccccc2)n(CCC#N)n1	2	1.0	-1.5	2.0	3	-2	0	0.0	-0.9	-0.7	0.2

DAX1 inh-2, entries above that show a hit
structure | NPR1 activator | DAX1 inh-1 | hcDAF-12 act | ADAM10 inh | ADAM17 inh | SMARCA2 act | PG9 binder | ssDAF-12 act | DAX1 inh-2
CCc1ccc(OCC(=O)Nc2nnc(-c3ccco3)s2)cc1 | -2 | 0.3 | 1.0 | 1 | -1 | 1 | 2.9 | -0.4 | 4.4*
CSc1ccc(/C=N/Nc2ccc(Cl)c(C(=O)O)c2)cc1 | 1 | 1.4 | 4.7 | 0 | -2 | 7.9* | -4.2 | 0.1 | 6.7*

The main list resumes, repeating the five entries before the break.
SMILES	NPR1 activator	DAX1 inh-1	hcDAF-12 act	hgDAF12 agonist	ADAM10 inh	ADAM17 inh	SMARCA2 act	PG9 binder	ssDAF-12 act	GAA850 FXN act	DAX1 inh-2
CSc1ccc(/C=N/Nc2ccc(Cl)c(C(=O)O)c2)cc1	1	1.4	4.7	14*	0	-2	7.9*	-4.2	0.1	4.8	6.7*
CCn1c(C)c(C)c2cc(C(=O)NCCCN3CCOCC3)ccc21	4	0.4	-1.3	1.6	-25	-8	0	-2.2	-1.3	0.9	0.9
COc1ccc(OCC(=O)N2c3ccccc3CC2C)c([N+](=O)[O-])c1 (configuration not stated)	-4	-0.5	-0.1	7.0	-2	5	-4	0.1	-0.7	0.3	0.6
COc1cc(C(=O)N(Cc2cccnc2)Cc2cc3cc4c(cc3[nH]c2=O)OCCO4)cc(OC)c1OC	-8	0.0	0.2	-1.1	i	-247	-2	1.6	-1.5	2.4	-0.4
Cc1cc(Nc2ccccc2)n(CCC#N)n1	2	1.0	-1.5	2.0	3	-2	0	0.0	-0.9	-0.7	0.2
CS(=O)(=O)N(CC(=O)N1CCCC1)c1ccccc1F	0	0.8	-0.4	2.1	9	2	2	-1.7	-1.4	1.5	0.1
CCCn1c(N)c(N(CCOC)C(=O)c2ccc(S(=O)(=O)N3CCOCC3)cc2)c(=O)[nH]c1=O	0	-0.2	0.9	1.3	-9	0	0	-1.0	-0.5	0.8	2.2
COc1cc(OC)c(C(=O)Nc2cccc(C(C)=O)c2)cc1OC	-1	0.0	-0.5	1.6	0	-1	3	1.6	-1.8	1.2	0.0
O=C1N=c2ccccc2=C1c1c(O)[nH]c2c(C(F)(F)F)cccc12	5	0.1	4.4	0.3	3	-3	-2	-1.4	-1.1	-0.1	-0.1
Cc1ccc(C2C=C(c3ccccc3OC(F)F)Nc3ncnn32)cc1 (configuration not stated)	14	0.1	-1.6	-0.3	-444	-150	0	1.6	-1.6	4.0	-1.0
CC(C)(C)OC(=O)[C@H](CCCCN)NC(=O)c1nc[nH]c1C(=O)N[C@@H](CCCCN)C(=O)OC(C)(C)C	-1	1.6	-1.6	-0.4	0	2	0	-0.5	-1.6	0.5	0.4
Cc1nnc(SCC(=O)N2c3ccccc3Sc3ccccc32)n1N	-2	-0.6	-0.3	-0.1	0	-5	-1	0.1	-0.8	-1.0	0.1
O=C(COC(=O)/C=C/c1ccccc1Cl)NC(=O)NCc1ccccc1	-1	-0.5	0.0	-0.4	-5	0	-2	0.9	-0.5	-1.0	0.3
N#CC(c1ccc(O)cc1)N1CCCCC1 (configuration not stated)	3	0.2	2.1	-1.7	-14	-2	7	1.0	-1.0	0.8	0.1
CCOCCCNC(=O)Cc1ccc(Br)cc1	6	0.5	-1.1	1.5	-7	-2	-2	-0.2	-1.3	1.1	0.2
O=C(NC1CCCCC1)Sc1ccc(Cl)cc1	14	-1.1	0.8	-0.3	3	1	-2	-0.1	-1.0	1.9	0.1
CC(=O)c1cccc(NS(=O)(=O)N(C)C)c1	-3	-0.9	1.1	-0.4	-2	2	1	-2.0	-1.3	-0.1	-0.1
CCN(CC)C(=O)C1=C(C)N(Cc2ccc(F)cc2)C(=O)C(CC(=O)NCCc2ccccn2)C1 (configuration not stated)	1	2.6	-0.7	-1.8	-8	-2	-4	-1.3	0.0	0.7	0.2
COc1cc(OC)c(OC)cc1CN1CCN(Cc2cccc(F)c2)CC1	-1	1.0	-1.2	0.6	15	-2	4	-0.6	-0.6	-0.1	0.9
CCCCCCCCN1C(=O)[C@@H](CC(=O)NCC2CCCCC2)C[C@@]2(C(=O)OC)C1=C[C@H](C1CCCC1)O[C@@H]2C	-3	.	0.4	6.5	3	-1	1	-0.7	-0.4	.	0.4
CC(C)CCn1c(CN2CCN(c3cccc(Cl)c3)CC2)nc2c1c(=O)n(C)c(=O)n2C	-7	0.2	3.5	13*	-3	-4	4	1.4	0.1	-0.7	1.9
COc1cc(C)c(Cl)cc1S(=O)(=O)NCc1ccco1	2	-0.5	-3.6	0.8	-4	-5	-2	0.6	-1.6	0.3	0.0
